LYP inhibition – inhibitors of LYP phosphatase, biochemical, fluorescence intensity, uHTS (AID 1779); inhibition, % at 11.5 µM; hits with a dose series show IC50 in µM; recombinant LYP phosphatase, fluorescence intensity; higher % means a stronger effect; 290,000 tested, 0.054% active;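 further: plate controls were vehicle with enzyme for no effect and no enzyme for full effect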
Lipid droplet – hepatic lipid droplet formation modulation; AML12 mouse hepatocytes, oleate lipid droplets, BODIPY imaging; inhibition, % at 6.5 µM; 240,000 tested, 0.4% active;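 active means lipid droplet intensity inhibited by at least 50%, with more than 500 cells counted; inconclusive means wells with under 300 cells, treated as cytotoxic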
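Technique: fluorescence imaging, 20x objective, two fields per well / Assay system: AML12 hepatocytes (mouse) / Measure: % inhibition of lipid droplet signal / Doses: 6.5 µM single-point dosing / Incubation: overnight exposure / Reagent: 100 µM oleic acid challenge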
NOD2 inhibition – NOD2 signaling inhibitors, cell-based, luminescence, uHTS, HEK293 (AID 1566); HEK293 NOD2/NF-kB luciferase reporter, luminescence; higher % means a stronger effect; one-dose inhibition, % at 4 µM; EC50 in µM for titrated hits; 290,000 tested, 0.63% active; further: many of its hits are not listed in these tables
XIAP antagonists – XIAP antagonists, biochemical, IAP family, fluorescence polarization (AID 1018); XIAP BIR domain, fluorescence polarization peptide displacement; higher % means a stronger effect; 200,000 tested, 0.007% active; displacement, % at 20 µM, or IC50 in µM where a hit was titrated; in the data active means displacement above about 50%; further: a part of the inactive calls stands beside numbers as strong as those of hits
AID2073 – inhibitors of Mint1-CaV2.2 protein interaction, biochemical, HTRF (AID 2073) | HTRF protein-protein interaction, Mint1-CaV2.2; higher % means a stronger effect | inhibition, % at 20 µM; hits with a dose series show IC50 in µM | 290,000 tested, 0.19% active; in the data active means inhibition mostly above about 51%, no sharp cut-off; inconclusive means no clear call, values can overlap the other calls; inactive means mostly below about 53%; further: some results filed as inactive read as strong as hits
HIV fusion peptide – inhibitors of HIV fusion peptide binding, primary screen, biochemical, uHTS, fluorescence dequenching (AID 1986); inhibition, % at 20 µM, or IC50 in µM where a hit was titrated; cell-free peptide binding, fluorescence dequenching, 30 min; higher % means a stronger effect; 290,000 tested, 0.3% active; in the data active means inhibition mostly above about 52%, no sharp cut-off; inactive means mostly below about 76%; further: some results filed as inactive read as strong as hits
Siah-1 displacement – Siah-1 peptide-binding antagonists, primary screen, biochemical, fluorescence polarization, rhodamine-plectin, uHTS (AID 1817); Siah-1 / rhodamine-plectin peptide fluorescence polarization; higher % means a stronger effect; one-dose displacement, % at 20 µM; IC50 in µM for titrated hits; 290,000 tested, 0.02% active;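 active means displacement of at least 50% at 20 µM, with a fluorescence ratio check between 0.3 and a set limit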;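 further: plate controls were Siah plus tracer with DMSO for no effect and tracer alone without Siah for full effect; strong numbers were not always called active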
Dengue-2 NS5 capping – flavivirus cap methylation enzyme inhibition – biochemical, confirmation dose response, primary screen (AID 588689). Dengue-2 NS5 methyltransferase capping enzyme assay, biochemical; higher % means a stronger effect. inhibition, % at 25 µM; hits with a dose series show IC50 in µM. 340,000 tested, 0.3% active; in the data active means a potency from the dose series; inconclusive means inhibition above about 29% without an active follow-up result
Myeloid diff 2 – compounds promoting myeloid differentiation; ER-HoxA9 myeloid progenitors, lysozyme-GFP differentiation, flow cytometry; calls only at 10 µM; 360,000 tested, 1% active;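 active means normalized GFP-positive differentiation at or above the plate's own cutoff, the solvent-only control mean plus 3 SD; inconclusive means no clear call, values can overlap the other calls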;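 further: cells exposed to compound for four days before flow analysis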
Lipid droplet cells 6.5 µM – second read-out of Lipid droplet, no call of its own (marks repeat the call); cell count; measured here: cell count, cytotoxicity flag;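 cells counted across two imaged fields per well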
Dengue-2 NS5 capping pilot replicate – second read-out of Dengue-2 NS5 capping, no call of its own (marks repeat the call); inhibition, %; measured here: pilot screen replicate inhibition
Myeloid diff 2 GFP+ MAC1+ % – further read-out of Myeloid diff 2, marked with its call; GFP+ MAC1+ double positive, %; measured here: differentiation confirmed by MAC1 staining
* marks the source's active call; other numbers are inactive results; i = inactive; ? = inconclusive; . = no result given; & = joins results of further samples. Unless noted, no stated cut-off is given here; in the data, active means inhibition above about 50%; inactive means the rest. Some of the compounds tested; the hit share may differ from the screen's.

SMILES	LYP inhibition	Lipid droplet	Lipid droplet cells 6.5 µM	NOD2 inhibition	XIAP antagonists	AID2073	HIV fusion peptide	Siah-1 displacement	Dengue-2 NS5 capping	Myeloid diff 2	Myeloid diff 2 GFP+ MAC1+ %	others
O=C(CCC(=O)Nc1cc(C(F)(F)F)ccc1Cl)N/N=C\c1cc([N+](=O)[O-])ccc1O	-3%	-1	728	37%	.	3%	1.9%	3%	4%	i	0.9
CC(=O)N1N=C(c2ccc(C)c([N+](=O)[O-])c2)OC1(C)C	0%	2	715	3%	.	8%	0.7%	1%	-3%	i	0.4
CC(=O)N(CCC(Cc1ccccc1)c1ccco1)Cc1ccco1 (configuration not stated)	0%	-10	734	10%	.	1%	5.7%	-2%	-6%	i	0.3
N#Cc1c(-c2ccco2)cc(-c2cccnc2)nc1N	-3%	.	.	-6%	-2.0%	77%	0.2%	25%	24%	i	1.0	Dengue-2 NS5 capping pilot replicate=-0.9
Oc1cccc2ccc(/C=C/c3ccccc3Br)nc12	2%	-4	819	.	.	36%	0.6%	-11%	1%	i	0.7
CN(CCc1ccccn1)C(=O)CCC1CCCN(C(=O)CCOc2ccccc2)C1 (configuration not stated)	-9%	11	672	13%	-3.3%	-1%	0.3%	1%	3%	i	0.4
CCOC(=O)n1c(=O)n(C)c2ccc(Cl)cc21	-4%	-4	656	4%	-7.4%	2%	-0.9%	-5%	-6%	i	0.1
O=S(=O)(Nc1ccc2c(c1)OCCO2)c1cnc[nH]1	-4%	8	769	-14%	-3.9%	0%	-0.1%	-2%	-6%	i	1.0
CSc1c(-c2ccccc2)nc2ccccc2c1C(=O)O	-6%	.	.	15%	2.0%	-5%	-2.1%	2%	4%	i	1.5
CC(NC(=O)Cn1cc(Br)c([N+](=O)[O-])n1)c1ccccc1 (configuration not stated)	-9%	-14	821	5%	.	3%	0.4%	-2%	.	i	0.0

Pulled one by one from above (4):
SMILES	LYP inhibition	Lipid droplet	Lipid droplet cells 6.5 µM	NOD2 inhibition	XIAP antagonists	AID2073	HIV fusion peptide	Siah-1 displacement	Dengue-2 NS5 capping	Myeloid diff 2	Myeloid diff 2 GFP+ MAC1+ %	others
O=C(CCC(=O)Nc1cc(C(F)(F)F)ccc1Cl)N/N=C\c1cc([N+](=O)[O-])ccc1O	-3%	-1	728	37%	.	3%	1.9%	3%	4%	i	0.9
CCOC(=O)n1c(=O)n(C)c2ccc(Cl)cc21	-4%	-4	656	4%	-7.4%	2%	-0.9%	-5%	-6%	i	0.1
CC(=O)N(CCC(Cc1ccccc1)c1ccco1)Cc1ccco1 (configuration not stated)	0%	-10	734	10%	.	1%	5.7%	-2%	-6%	i	0.3
Oc1cccc2ccc(/C=C/c3ccccc3Br)nc12	2%	-4	819	.	.	36%	0.6%	-11%	1%	i	0.7

Returning to the listing, starting 2 compounds before the break.
SMILES	LYP inhibition	Lipid droplet	Lipid droplet cells 6.5 µM	NOD2 inhibition	XIAP antagonists	AID2073	HIV fusion peptide	Siah-1 displacement	Dengue-2 NS5 capping	Myeloid diff 2	Myeloid diff 2 GFP+ MAC1+ %	others
CSc1c(-c2ccccc2)nc2ccccc2c1C(=O)O	-6%	.	.	15%	2.0%	-5%	-2.1%	2%	4%	i	1.5
CC(NC(=O)Cn1cc(Br)c([N+](=O)[O-])n1)c1ccccc1 (configuration not stated)	-9%	-14	821	5%	.	3%	0.4%	-2%	.	i	0.0
Oc1ccc(Cc2ncc(C(F)(F)F)cc2Cl)cc1	0%	-1	698	0%	-10%	23%	-1.7%	0%	-4%	i	0.2
Cc1ccccc1NC(=O)c1cc(C(=O)c2cc(Cl)ccc2O)cn(-c2ccccc2C)c1=O	6%	-1	562	20%	-5.8%	17%	6.0%	7%	-1%	i	0.3
CN(C)C(CNC(=O)C1CCN(S(=O)(=O)c2ccccc2)CC1)c1ccccc1 (configuration not stated)	-9%	-10	613	-19%	.	10%	-0.5%	-1%	1%	i	0.2
Nc1ncnc2nc(SCCOc3ccc(Cl)cc3)[nH]c12	-8%	9	627	10%	-1.3%	5%	1.2%	11%	-5%	i	0.7
COc1cc(CNc2ccc(NC(C)=O)cc2)ccc1OCc1ccccc1C	-6%	-14	689	-21%	-2.0%	-4%	-1.1%	-3%	-2%	i	0.5
CCOC(=O)c1c(C)nc(SCC(N)=O)c(C#N)c1-c1ccccc1	-7%	12	737	3%	-3.6%	20%	2.7%	10%	-2%	i	1.8
CN(CCOc1ccc(Cl)cc1)c1ccc(S(=O)(=O)N2CCCCC2)cn1	-1%	.	.	-9%	-6.5%	4%	-1.2%	0%	-5%	i	2.0
COc1ccc(-n2c(CCC(=O)O)ccc2-c2ccc(F)cc2)c(OC)c1	-4%	10	825	0%	.	12%	3.7%	8%	1%	i	0.4
COC(=O)c1ccc(N=Cc2c(C(F)(F)F)[nH][nH]c2=O)cc1	-5%	-2	727	-3%	-6.0%	12%	-2.2%	-1%	1%	i	1.0
COc1cccc(CNC(=O)CCC(=O)N2Cc3cccc(OC)c3Oc3ncccc32)c1OC	-10%	-2	706	4%	.	6%	-0.3%	6%	-3%	i	0.9
Oc1ccc(CN2CCc3ccccc3C2)c2cccnc12	1%	-2	568	8%	-3.3%	5%	0.0%	-8%	8%	?	.	Dengue-2 NS5 capping pilot replicate=-2.9
O=C(O)CC(Cc1ccc(Br)cc1)C(=O)Nc1ccccc1 (configuration not stated)	-10%	-2	754	15%	.	?	-1.0%	6%	1%	i	0.3	Dengue-2 NS5 capping pilot replicate=0.0
CC1CC(C)CN(S(=O)(=O)CC23CCC(CC2=O)C3(C)C)C1 (configuration not stated)	-6%	-63	807	-4%	.	6%	0.9%	-4%	-4%	i	0.9
Cc1cc(C)c(C#N)c(SCC(=O)c2ccc(Cl)cc2Cl)n1	-5%	.	.	32%	2.0%	6%	-0.7%	5%	-3%	?	.
N/C(Cc1nc(-c2ccc(F)cc2)cs1)=N\O	-6%	7	686	-7%	.	-11%	-2.2%	-3%	.	i	1.3
O=C(/C=C/c1ccccc1)N(c1ccccn1)C1CCCCC1	-2%	33	524	8%	1.9%	38%	-0.9%	2%	2%	i	0.7
COc1cccc(C2c3[nH]c4ccccc4c3CCN2CCCn2cccn2)c1 (configuration not stated)	-6%	-34	668	4%	-11%	13%	-1.9%	5%	-8%	i	0.3
Cc1ccc(NC(=O)CSc2nnc(Cc3cccn3C)n2-c2ccc(F)cc2)c(C)c1	-1%	.	.	8%	-5.2%	-8%	-1.7%	1%	-2%	i	0.3
CCOC(=O)C1CCCN(CC(=O)/C=C2/N(C)c3ccccc3C2(C)C)C1 (configuration not stated)	-5%	.	.	-1%	-10%	5%	-0.8%	0%	-6%	i	1.4
Cn1cc(Cl)cc(C(=O)Nc2ccccc2)c1=O	-3%	-4	805	-7%	.	-5%	-0.7%	4%	-2%	i	0.6
CCCOc1ccc(/C(O)=C2/C(=O)C(=O)N(CCCN3CCOCC3)C2c2ccncc2)cc1 (configuration not stated)	-6%	4	674	1%	-0.1%	-8%	1.2%	1%	.	.	.
Nc1ccccc1C(=O)Nc1nccs1	-4%	3	736	-24%	0.2%	22%	-1.5%	-2%	.	i	0.4
O=C(NC1CCCC1)C(c1ccccc1F)N(C(=O)c1csnn1)c1ccccc1 (configuration not stated)	-3%	-14	796	-17%	.	-4%	0.1%	6%	-13%	.	.
COc1ccc(-c2cc(C(=O)Nc3ccc(S(=O)(=O)Nc4ncccn4)cc3)c3ccccc3n2)cc1	-6%	5	666	4%	.	27%	1.0%	5%	5%	i	0.6
CCOC(=O)C(=O)/C(C#N)=C/Nc1ccccc1	-3%	4	705	-2%	-3.4%	-3%	-1.1%	1%	-5%	i	0.4
COc1ccc(C(C(=O)NC(C)(C)C)N(C(=O)CNC(=O)c2cccs2)c2ccc(NC(C)=O)cc2)cc1OC (configuration not stated)	-2%	0	706	9%	0.2%	?	1.6%	4%	-6%	i	0.3
O=C(Cc1ccc(-n2cccc2)cc1)NCc1ccccc1Cl	-4%	-25	602	18%	-9.4%	10%	1.6%	1%	-7%	i	5.1
COc1ccc(S(=O)(=O)N2CCN(C(=O)c3cccc(Cl)c3)CC2)cc1	-9%	-27	737	4%	-1.0%	-3%	1.5%	1%	-10%	i	2.1
COc1cc(C)ccc1OCc1cc(C(=O)NC(C)Cn2cncn2)no1 (configuration not stated)	-10%	-2	798	-44%	.	8%	1.2%	10%	0%	i	0.4
C=CCN(C(=O)CCC(=O)O)C1CC(=O)N(c2ccc(OC)cc2)C1=O (configuration not stated)	-3%	16	717	-5%	-6.0%	1%	2.2%	-2%	2%	i	0.6
O=C(C1CCCN(S(=O)(=O)c2cccs2)C1)N1CCN(C2CCCCC2)CC1 (configuration not stated)	1%	-5	799	-6%	0.9%	0%	-1.9%	-9%	-4%	i	0.6
CCOc1ccc(CCNC(=O)CS(=O)Cc2nc(-c3ccc(OC)c(OC)c3)oc2C)cc1OCC (configuration not stated)	-9%	58*	726*	11%	.	2%	-0.8%	5%	4%	i	1.0
COc1cccc(OCc2nnc(-c3cccs3)o2)c1	6%	0	710	-34%	-7.3%	8%	3.2%	-4%	2%	i	0.8
Cc1cc(NC(=O)CCNS(=O)(=O)c2ccc3[nH]c(=O)oc3c2)ccc1Br	-12%	-4	743	8%	.	-11%	-0.2%	-3%	9%	i	7.9
COc1ccc2oc(/C=C/N(C)C)c(C(=O)c3ccc(Cl)cc3)c2c1	-2%	.	.	33%	-8.7%	40%	-0.2%	1%	-25%	i	5.7
CC(=O)Nc1ccc(NC(=O)C2CCN(c3ccc(C(F)(F)F)cn3)CC2)cc1	-4%	1	695	14%	2.4%	12%	-0.8%	1%	1%	i	0.1
O=C(COc1ccccc1[N+](=O)[O-])Nc1ccc2oc(=O)ccc2c1	-3%	3	682	1%	.	41%	-0.9%	15%	-1%	i	2.7
COc1cccc(CN(Cc2cccnc2)S(=O)(=O)c2ccc(-n3cnnn3)c(C)c2)c1	-9%	.	.	4%	-1.6%	-5%	-0.8%	-6%	3%	i	5.0
COCCOC(=O)c1c(C)nc(SCC(=O)Nc2ccc(C)cc2)c(C#N)c1-c1ccco1	1%	-12	758	5%	-5.0%	8%	-1.9%	-1%	-4%	i	0.4
CC1CCCCC1NC(=O)c1nn(C)c(=O)c2ccccc12 (configuration not stated)	-1%	2	762	9%	-8.2%	9%	0.1%	3%	-1%	i	1.0
COc1ccc(C(=O)NCC(=O)OCC(=O)N2CC(C)CC(C)C2)cc1 (configuration not stated)	0%	6	760	-1%	-3.4%	-8%	1.7%	-5%	1%	i	0.5
C=CCn1c(SCN2C(=O)c3ccccc3C2=O)nc2ccc(Cl)cc2c1=O	8%	0	605	34%	-1.8%	-7%	2.9%	-2%	-6%	i	1.1
COc1ccccc1Nc1nc(N2CCOCC2)nc(N2CCOCC2)n1	-9%	-19	643	3%	.	-2%	2.2%	12%	-9%&-6%	i	1.6&3.1
CC(NC(=O)/C(C#N)=C/c1cccs1)c1ccccc1 (configuration not stated)	0%	8	682	-11%	-5.6%	-4%	-1.4%	2%	-1%	i	1.0

Bioassay records deposited in PubChem by several laboratories.
